Compound activity from PubChem.
PLCb3 inh: blocks human PLC-beta3 enzyme activity; 370,000 tested, 0.18% active; Purified PLC-beta3, fluorogenic substrate, fluorescence; inhibition, % at 12.2 µM; Q01970; in the data active = inhibition above about 11%;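 note: 0% = median of compound wells on plate and 100% = full blocker control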
ASAP1 inh: ASAP1 ArfGAP inhibition; AID 624377; inhibition, % at 16.5 µM; ASAP1-stimulated ARF1 GTP hydrolysis, GDP FP detection; 360,000 tested, 0.19% active; Q9ULH1; in the data active = inhibition above about 25%;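 note: 0% = vehicle with enzyme and substrate and 100% = no enzyme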
Target sequence (Q9ULH1 325-724 limits assumed): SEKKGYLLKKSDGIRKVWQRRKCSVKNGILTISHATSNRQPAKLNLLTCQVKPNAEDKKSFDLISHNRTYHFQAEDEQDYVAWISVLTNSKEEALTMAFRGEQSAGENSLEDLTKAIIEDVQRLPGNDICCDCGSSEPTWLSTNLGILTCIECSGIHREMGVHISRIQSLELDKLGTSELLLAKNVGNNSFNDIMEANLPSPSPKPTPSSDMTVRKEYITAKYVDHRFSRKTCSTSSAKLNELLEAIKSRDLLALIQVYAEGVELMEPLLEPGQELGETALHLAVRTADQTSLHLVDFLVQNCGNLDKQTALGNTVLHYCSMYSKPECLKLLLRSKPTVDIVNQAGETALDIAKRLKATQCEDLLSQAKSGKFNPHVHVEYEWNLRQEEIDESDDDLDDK
ARFGAP1 inhibitor: inhibitors of rat ARFGAP1; Q62848; AID 651572; Arfgap1-stimulated ARF1 GTP hydrolysis, GDP FP detection; 360,000 tested, 0.26% active; inhibition, % at 16.5 µM;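 active = inhibition above a per-plate limit, mean inhibition of low control wells plus 3 SD, cut at about 25% in these data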;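 note: 0% = DMSO wells with enzyme and 100% = wells lacking Arfgap1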
Target sequence (Q62848 1-136 limits assumed): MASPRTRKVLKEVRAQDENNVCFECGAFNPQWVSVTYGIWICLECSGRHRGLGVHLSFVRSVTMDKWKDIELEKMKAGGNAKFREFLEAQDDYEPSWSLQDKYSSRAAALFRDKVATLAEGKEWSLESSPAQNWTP
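system = rat Arfgap1 catalytic domain, aa 1-136 | technique = FP, GDP Alexa 633 tracer displaced from anti-GDP antibody, 620/688 nm | compound = one concentration, 16.5 µM, DMSO 1.26% | medium = HEPES-based buffer, pH 7.5 | timing = compound-enzyme preincubation 20 min, reaction 120 min, detection 60 min, 25 °C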
proKLK7 act: proKLK7 (human) activation, primary screen; purified proKLK7, EDANS-DABCYL substrate fluorescence; 100% is mature enzyme control, 0% vehicle; 370,000 tested, 0.9% active; P49862; AID 652039; activation, % at 7 µM;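 active = activation above the mean of all tested compounds plus 3 SD, computed per campaign excluding outliers beyond control limits, cut at about 13% in these data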
PLCg1 inh: blocks human PLC-gamma1 enzyme activity; P19174; purified PLC-gamma1, fluorogenic substrate, fluorescence; inhibition, % at 12.2 µM; 370,000 tested, 0.84% active; in the data active = inhibition above about 9.5%
Rev-erbA mod: Rev-erb alpha (human) modulation; AID 1259318; activity, % at 10 µM; 370,000 tested, 0.79% active; P20393; Rev-erbα–FITC-DNA binding, fluorescence polarization, 90 min;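 active = activity above about 14%, limit read from the data; passing the limit was not always enough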;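 note: 0% = DMSO wells with 35 nM protein and 100% = DMSO wells with 750 nM protein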
HGIII-sPLA2 inh: Inhibits HGIII-sPLA2 liposome hydrolysis, primary screen; inhibition, % at 12.2 µM; QFRET BODIPY PC-A2 liposome hydrolysis, fluorescence; AID 743126; 370,000 tested, 0.56% active;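 active = inhibition above mean plus 3 SD of compounds lying within the high and low control bounds, cut at about 19% in these data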;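 note: 0% = median of test compound wells and 100% = no enzyme DMSO wells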
Target sequence (Q9NZ20 whole entry, looked up): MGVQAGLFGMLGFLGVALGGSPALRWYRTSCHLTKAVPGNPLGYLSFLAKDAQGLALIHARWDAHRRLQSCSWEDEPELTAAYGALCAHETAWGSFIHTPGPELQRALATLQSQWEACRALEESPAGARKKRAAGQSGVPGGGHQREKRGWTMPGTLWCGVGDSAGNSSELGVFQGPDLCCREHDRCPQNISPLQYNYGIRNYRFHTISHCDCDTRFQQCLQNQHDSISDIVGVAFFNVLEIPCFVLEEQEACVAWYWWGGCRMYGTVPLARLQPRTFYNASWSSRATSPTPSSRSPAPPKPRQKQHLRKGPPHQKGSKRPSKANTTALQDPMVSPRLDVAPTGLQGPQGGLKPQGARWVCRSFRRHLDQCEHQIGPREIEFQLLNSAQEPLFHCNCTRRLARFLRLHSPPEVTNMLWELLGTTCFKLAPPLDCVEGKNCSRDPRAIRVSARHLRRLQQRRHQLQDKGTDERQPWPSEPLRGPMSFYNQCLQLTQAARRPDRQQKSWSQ
UHRF1 binding: human UHRF1 methylated DNA binding inhibitors. Q96T88. 370,000 tested, 0.75% active. inhibition, % at 4.4 µM. UHRF1 binding to methylated oligo, TR-FRET; in the data active = inhibition above about 21%;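 note: UHRF1 SRA domain binding a hemimethylated CpG hairpin DNA probe; 0% = median of test compound wells and 100% = reference inhibitor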
Tn7 DDE FP: DD(E)-Tn7 binding inhibition, primary FP screen. P02675. FP displacement of FITC-Tn7 peptide from fibrin DD(E); 0% = median of compound wells per plate. inhibition, % at 8.3 µM. 370,000 tested, 0.13% active;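 active = inhibition above the mean of compounds falling within the control limits plus 3 SD of them, cut at about 14% in these data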;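 note: 0% = plate median of compound wells and 100% = 10 µM Aha-Tn7 peptide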
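assay system = human clot-derived fibrin DD(E) complex | quantity = Fibrin-DD(E) at 2 µM final | timing = 10 min preincubation, 3 h with tracer, room temperature | signal = fluorescence polarization | measure = percent inhibition | benchmarks = high control wells with 10 µM unlabelled Aha-Tn7 peptide (full inhibition) | replicates = singlicate testing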
DDE Tn6 FP inh: inhibitors of Tn6 peptide binding to human fibrin DD(E); 370,000 tested, 0.21% active; Fibrin DD(E) TRITC-Tn6 fluorescence polarization displacement; AID 720509; inhibition, % at 8.3 µM; P02675;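 active = inhibition above a per-campaign cutoff: mean of compounds within control limits plus 3 SD, cut at about 15% in these data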;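 note: 0% = median of all compound wells on the plate and 100% = blocking peptide control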
Active calls of the source: *; i = inactive; . = not tested or not shown; & = joins results of further samples.

SMILES	PLCb3 inh	ASAP1 inh	ARFGAP1 inhibitor	proKLK7 act	PLCg1 inh	Rev-erbA mod	HGIII-sPLA2 inh	UHRF1 binding	Tn7 DDE FP	DDE Tn6 FP inh
N#Cc1ccc(CSCC(=O)O)cc1	3	1	-1	-0.1	3	-2	-2	0	-4	-5
Cc1ccc(SCc2nc3ncccn3c2Br)cc1	-39	2	9	1.2	-34	4	-9	-2	-2	2
O=S(=O)(c1cccc(NC(=S)N2CCN(c3ccc(F)cc3)CC2)c1)C(F)F	-1	9	5	-0.3	2	-4	-1	-1	-2	-2
[N-]=[N+]=NC[C@H](Cc1ccccc1)N1CCN(Cc2ccccc2)CCC1=O	2	2	5	0.3	2	-5	10	3	-7	-3
COc1ccc(N(CC(=O)NCCc2ccccc2)C(=O)CCC(=O)Nc2ccccn2)cc1	-4	5	8	-0.1	0	-7	-2	-3	3	3
CCOC(=O)c1c(NC(=S)Nc2ccccc2)sc2c1CCN(C)C2	-47	7	0	34*	-39	-1	-9	-13	-5	-1
COc1ccc(NC(=O)c2ccc(COc3ccc(C)cc3)o2)cc1	-1	11	4	-1.4	-2	-1	-7	2	-1	-11
Cc1cccc(NC(=O)COC(=O)c2ccc(S(=O)(=O)N3CCCCCC3)cc2)c1	-10	-10	1	-0.2	2	-5	1	4	6	-3
CCOc1ccccc1N1Cc2ccccc2C1	-10	11	0	-0.3	-4	6	1	-2	4	2
COC(=O)c1ccccc1NC(=O)CN(C1CCCCC1)S(C)(=O)=O	1	5	10	-0.1	1	0	-1	0	-2	9
CC(C)Cn1c(-c2ccc(Br)cc2)c[nH]c1=S	0	-10	2	0.6	4	3	28*	2	5	-6
CC[C@]12c3[nH]c4ccc(Cl)cc4c3CCN1C(=O)[C@@H](CC(=O)NCCCN(C)C)C[C@@H]2C(=O)N1CCN(C(=O)c2ccco2)CC1	4	-4	5	0.8	4	-6	2	-1	-1	-3

Entries above containing bromine (2):
SMILES	PLCb3 inh	ASAP1 inh	ARFGAP1 inhibitor	proKLK7 act	PLCg1 inh	Rev-erbA mod	HGIII-sPLA2 inh	UHRF1 binding	Tn7 DDE FP	DDE Tn6 FP inh
Cc1ccc(SCc2nc3ncccn3c2Br)cc1	-39	2	9	1.2	-34	4	-9	-2	-2	2
CC(C)Cn1c(-c2ccc(Br)cc2)c[nH]c1=S	0	-10	2	0.6	4	3	28*	2	5	-6

Other results follow:
SMILES	PLCb3 inh	ASAP1 inh	ARFGAP1 inhibitor	proKLK7 act	PLCg1 inh	Rev-erbA mod	HGIII-sPLA2 inh	UHRF1 binding	Tn7 DDE FP	DDE Tn6 FP inh
COc1cc(/C=C2/SC(=S)N(CCC(=O)Nc3ccc(C(=O)O)cc3)C2=O)cc(OC)c1OC	-11	3	-7	-0.4	0	7	3	7	4	-3
COC(=O)c1nn(-c2ccccc2)c(Cl)c1/C=N/OCc1ccc(Cl)cc1Cl	1	7	-4	-0.4	3	4	2	0	4	3
CCCn1c(=O)c(C(=O)N/N=C/c2ccc(F)cc2)c(O)c2ccccc21	2	0	-2	0.9	0	-1	-1	-2	-9	-2
CCC(Oc1ccccc1)C(=O)N1CC(C)CC(C)C1 (stereo not given)	-2	12	-5	0.2	2	2	-4	0	-2	1
O=C(NCCN1C(=O)S/C(=C\c2ccccc2Cl)C1=O)C1=COCCO1	-2	9	12	0.1	0	6	1	0	2	5
CCOCCCNC(=O)c1ccc(N2CC3CC(C2)c2cccc(=O)n2C3)c(NC(=O)Nc2cccc(OC)c2)c1 (stereo not given)	-10	2	-4	-0.5	0	-3	-2	2	2	-2
COC(C(=O)Nc1ccc(Cl)cc1C)c1ccccc1 (stereo not given)	6	-17	-2	-0.7	-1	2	-4	-3	3	0
Cc1ccccc1C(=O)OC1CCN(C)CC1	-4	-6	-3	0.2	5	4	1	-2	5	4
O=C(c1cc2ccccc2o1)n1nnc2ccccc21	0	2	-3	0.1	0	1	-3	1	-7	-4
CCCC(=O)C1=C(O)C(C(=O)OC)C(C)(C)CC1=Nc1ccc(N)cc1 (stereo not given)	0	-5	13	0.5	1	2	4	1	-1	4
O=C(O)c1ccccc1C(=O)Nc1ccc(S(=O)(=O)Nc2nccs2)cc1	0	-10	7	-0.6	3	-2&0&-4	9	17	4	2
FC(F)(F)c1cccc(NC(=S)NNC(=S)NCc2ccccc2)c1	2	10	6	1.0	6	-2	-18	-4	6	3

Just PLCb3 inh (2 entries from above):
molecule | PLCb3 inh
Cc1ccccc1C(=O)OC1CCN(C)CC1 | -4
CCOCCCNC(=O)c1ccc(N2CC3CC(C2)c2cccc(=O)n2C3)c(NC(=O)Nc2cccc(OC)c2)c1 (stereo not given) | -10

Further results follow:
SMILES	PLCb3 inh	ASAP1 inh	ARFGAP1 inhibitor	proKLK7 act	PLCg1 inh	Rev-erbA mod	HGIII-sPLA2 inh	UHRF1 binding	Tn7 DDE FP	DDE Tn6 FP inh
O=C(N/N=C/c1ccc(O)cc1)/C(=C/c1ccccc1)CCO	-5	-12	-1	-0.7	-7	-7	8	1	0	-4
CN(C)C(CNC(=O)CCNC(=O)c1ccc(Cl)cc1)c1ccco1 (stereo not given)	-3	3	6	0.4	5	4	5	2	-3	1
CC(Sc1nnc(-c2ccncc2)n1-c1ccc(F)cc1)C(=O)NC1CC1 (stereo not given)	-7	-2	-2	-0.9	-1	2	6	1	-5	4
COc1cc2c(cc1OC)C1c3ccc(OC)c(OC)c3OCC1(O)C2 (stereo not given)	0	-14	-3	-0.2	-2	-4	-2	1	0	7
O=C(O)C1(c2cccc(Cl)c2)CCC1	0	-11	-6	0.3	3	-5	2	-4	1	6
Nc1nc(Cl)cc(Sc2ccc3ccccc3c2)n1	1	-7	11	0.4	3	.	-4	0	-6	1
CC(C)n1c(O)c(N=Nc2ccc(Cl)nn2)c2ccccc21	-1	-4	2	-0.3	-2	-4	4	-4	-5	-2
COc1ccccc1NCCC(=O)OCC(=O)Nc1cc([N+](=O)[O-])ccc1F	-1	-12	5	-0.1	2	-2	-3	-3	-4	-2
Cc1ccsc1CN(C)c1ncnc2ccc(-c3ccoc3)cc12	-106	19	-15	-40	-73	-1	-2	-3	2	-1
CC(C)NC(=O)NC1CCN(CC(=O)Nc2ccc3c(c2)OCCO3)CC1	1	.	.	-0.4	-2	-9	4	6	-6	6
O=C(Nc1ccc(OC(F)(F)C(F)F)c(NC(=O)c2cccc(F)c2)c1)c1cccc(F)c1	-5	0	-7	1.0	-3	0	-1	2	3	-3
CCOC(=O)N1CCC(NS(=O)(=O)c2ccc3c(c2)C(C)(C)C(=O)N3C)CC1	-43	-5	-9	-0.2	1	0	1	-1	-2	0
Cn1c(Cn2c(=O)sc3ccccc32)nnc1SCC(=O)NCc1ccccc1Cl	3	-3	9	0.2	0	-5	1	-1	-5	4
COC(=O)c1c(C)[nH]c(C)c1C(=O)c1ccccc1Cc1ccccc1	0	6	4	-0.3	2	-6	-4	-2	-2	4
CCOC(=O)C(C(=O)Cc1ccccc1)c1ccccc1 (stereo not given)	5	-6	-2	-0.6	1	1	-29	10	-5	0
Cn1c(=O)c(Oc2ccc(Cl)cc2)c(O)c2ccccc21	-7	0	-2	0.2	-6	-3	-1	-2	-8	1
COc1cc([C@@H]2OC[C@@H]3[C@H]2CO[C@@H]3c2ccc3c(c2)OCO3)ccc1O	4	-12	7	0.0	3	0	-3	2	-2	2
CCOC(=O)c1[nH]c2ccc(OC)cc2c1NC(=S)N1CCN(c2ccccn2)CC1	-23	-11	8	0.1	-9	-1	13	0	-4	-2
O=C(Nc1ccc(S(=O)(=O)NC2=NCCCCC2)cc1)c1ccc(Cl)c([N+](=O)[O-])c1	-4	-1	1	0.5	2	6	-8	-1	-4	-6
CCOc1ccc(C(C(=O)NCC2CCCO2)N(CCc2cccc(C)c2)C(=O)c2snc(C(N)=O)c2N)cc1 (stereo not given)	-19	6	-4	0.1	-9	-3	3	3	-4	3
C[C@]12c3[nH]c4cc(-c5ccco5)ccc4c3CCN1C(=O)[C@@H](CC(=O)NCc1ccco1)C[C@@H]2C(=O)N1CCCCC1	i	7	4	84*	i	3	-12	-1	-2	-6
COc1ccc(C(=O)Nc2ccccc2C(=O)NCc2ccco2)cc1	-3	0	-12	-0.2	0	1	-26	0	-2	-2
O=C(COC(=O)c1ccccn1)Nc1ccccc1Cl	1	-15	3	-0.1	7	-3	7	0	-2	3
O=C(Nc1ccc(NC(=O)c2ccc3c(c2)OCO3)cc1)c1cccc(Cl)c1	-5	-1	8	-0.2	2	3	4	3	-4	-9
O=C(NCC(=O)N1CCCCCCC1)c1cccc([N+](=O)[O-])c1	-3	14	0	-0.1	-2	4	0	1	0	-4
CN(C(=O)Cc1c(C(=O)O)n(C)c2ccccc12)c1ccc(Cl)cc1	-10	2	6	-0.4	0	5	-3	-2	0	-6
C=CCN=C1NC(c2ccccc2)C(C(=O)OC)=C(C)N1Cc1ccccc1C(F)(F)F (stereo not given)	-6	-7	-1	0.0	3	2	13	6	-7	-7
COCCCNC(=O)c1c[nH]c2ccc(S(=O)(=O)N3CCc4ccccc43)cc2c1=O	1	2	0	0.3	3	8	-12	3	-4	-15
O=C(Nc1nccs1)c1cccc(S(=O)(=O)N2CCOCC2)c1	3	0	2	0.6	2	0	4	-1	1	8
CC(C)(C)S(=O)(=O)N1C[C@@H]2CC/C=C\C/C=C\2[C@H]1CCO	3	-2	-1	-0.1	0	-6	7	0	1	-6
CC(=O)Oc1ccc2c(c1)OC(c1ccccc1)CC21CC(C)(C)NC(=O)N1 (stereo not given)	5	-5	9	0.4	-1	-3	-7	-3	-9	-7
COc1ccc(C)cc1Nc1n[n+](-c2ccccc2)c(-c2ccc(SC)cc2)s1	-4	-6	8	-0.1	-1	2	2	-4	-3	0
c1csc(C2Nc3cccc4cccc(c34)N2)c1	-23	-7	-12	-1.1	-17	-4	-3	-5	4	-5
CC1CC(C(O)c2ccccn2)C(=O)C(C(O)c2ccccn2)C1 (stereo not given)	-8	-7	-4	-0.5	2	-6	3	5	1	-6
Cc1ccc(C)c(N2CCN(C(=O)C3CCN(c4nnc(N5CCCC5=O)s4)CC3)CC2)c1	1	3	-5	0.5	2	-1	-10	0	-7	-1
CCN(CC)S(=O)(=O)c1ccc2oc(C(=O)O)c(C)c2c1	0	-2	5	0.1	-1	-7	-1	-1	-5	-6
CCS(=O)(=O)N1Cc2cc(C(=O)N(C)C)nc(-c3cccc(-c4ccc(F)cc4)c3)c2[C@H]1CCO	-1	3	0	-0.8	4	-3	4	1	-1	2
COCCNC(=O)C(c1ccc(C)cc1)N(C(=O)CCC(=O)Nc1ccccn1)c1ccc(C)cc1 (stereo not given)	-1	-10	2	-0.3	0	-6	-3	-1	2	1
CCn1c(/C=C/c2cc[n+](C)cc2)nc2ccccc21	i	-8	-2	57*	i	5	-2	-3	7	1
